Screening results deposited in PubChem by several laboratories.
HIF-2a inh: HIF-2a inhibition. 786-0 RCC cells HIF-2a reporter, luciferase luminescence, overnight. inhibition, % at 18.8 µM. hit rate 0.72% among 360,000. AID 624352;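 active = inhibition of the luminescence signal of 40% or more relative to plate controls, in a single-dose primary screen at 18.75 µM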
TWEAK-Fn14 inh: blocks TWEAK-Fn14 interaction in a reporter cell assay | hit rate 2% among 360,000 | TWEAK-stimulated Fn14 reporter cells, luciferase luminescence, 8 h | inhibition, % at 10 µM; in the data active = inhibition above about 50%
aDG glyco act: alpha-DG glycosylation activation. Pro5-aDG cells, alpha-DG glycosylation AlphaScreen (IIH6); 0% Pro5, 100% B10-LARGE cell signal. activation, % at 10 µM. hit rate 0.22% among 360,000;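 active = activation of at least 8% versus controls, or a plate z-score of at least 8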;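 also: Pro5 are CHO cells carrying HIG-tagged alpha-DG that lacks glycosylation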
KKLEB cytotox: reduces viability of KKLEB cystic fibrosis airway cells. AID 602141. KKLEB CF airway cells viability, ATPlite luminescence, overnight; hits give low values; cells stimulated with P. aeruginosa culture filtrate. hit rate 0.36% among 360,000. activity change (cytotoxicity), % at 5 µM;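 active = corrected activity change at or below -50% at 5 µM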
hiPSC survival: increases survival of single human iPS cells; hiPSC single-cell survival, ATPlite luminescence; 100% = ROCK inhibitor wells, 0% = DMSO; survival enhancement, % at 20 µM; hit rate 0.044% among 360,000; AID 602274; in the data active = survival enhancement above about 18%;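 also: cells exposed to compounds for 16 hours before the ATP read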
TRPM1 prom inh: reduces MITF-dependent TRPM1 promoter luciferase signal. SK-MEL-5 TRPM1 promoter luciferase, 24 h. inhibition, % at 12.5 µM. hit rate 0.83% among 330,000. AID 488899;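 active = mean inhibition across replicates of 60% or more, whatever share of single replicates reaches that level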; also: values of inactives mirror those of a sister screen read the other way
NR2E3 ag-1: activates human photoreceptor nuclear receptor NR2E3. hit rate 0.12% among 320,000. inhibition of corepressor binding, % at 4.78 µM. AID 2300. GST-NR2E3/biotin-RetCOR TR-FRET, 1536-well;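 active = percent inhibition above the cutoff of mean plus 3 SD of all tested compounds, set per screening campaign, cut at about 20% in these data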;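 also: 0% = DMSO wells and 100% = biotin wells as full block of FRET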
Target sequence (Q9Y5X4 whole entry, looked up): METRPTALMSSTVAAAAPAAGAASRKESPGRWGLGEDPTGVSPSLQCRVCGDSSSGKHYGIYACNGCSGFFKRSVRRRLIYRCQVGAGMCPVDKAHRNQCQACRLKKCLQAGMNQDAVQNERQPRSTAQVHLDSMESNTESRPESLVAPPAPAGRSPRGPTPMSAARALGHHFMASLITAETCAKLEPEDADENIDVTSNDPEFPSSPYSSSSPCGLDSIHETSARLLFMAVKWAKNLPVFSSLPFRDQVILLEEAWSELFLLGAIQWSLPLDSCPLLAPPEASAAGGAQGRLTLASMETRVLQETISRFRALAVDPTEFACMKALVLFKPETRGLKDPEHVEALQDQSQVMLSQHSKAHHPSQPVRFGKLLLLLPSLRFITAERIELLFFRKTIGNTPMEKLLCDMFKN
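System: GST-NR2E3 and biotin-RetCOR proteins; probe or stimulus: 7 nM biotin-RetCOR; doses: compound at 4.8 µM, single dose; schedule: Compound–protein incubation for 5 h at 4 °C; detection: time-resolved FRET; read-out: percent inhibition; controls: biotin wells as high control, 0.6% DMSO wells as low control; format: 1536-well plates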
NR2E3 ag-2: activates human NR2E3 receptor. CHO-S Gal4-NCOR/VP16-NR2E3 two-hybrid, luciferase. inhibition of corepressor binding, % at 3.98 µM. AID 602229. hit rate 0.35% among 360,000;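 active = inhibition above the mean of all tested compounds plus 3 SD, cut at about 70% in these data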;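 also: 0% = DMSO with NR2E3 transfected cells and 100% = cells lacking NR2E3 construct; higher means lower luciferase signal from less NR2E3 corepressor binding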
CF NFkB block: blocks PAF-induced NF-kB reporter in cystic fibrosis cells. KKLEB NF-kB-GFP reporter, GFP fluorescence overnight. inhibition, % at 5 µM. hit rate 0.86% among 360,000;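 active = at least 50% inhibition at 5 µM, scaled per plate between neutral and stimulator controls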;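 also: PAF is a Pseudomonas aeruginosa culture filtrate used as stimulus; plate controls were PAF-stimulated DMSO wells for no effect and unstimulated DMSO wells for full effect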
Shn3 3UTR inh: Schnurri-3 reporter inhibition in Clone20 osteoblasts; Clone20 osteoblast Shn3 3'UTR firefly luciferase, 24 h; inhibition, % at 12.5 µM; hit rate 0.52% among 360,000;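 active = mean inhibition of at least 75% with every replicate also reaching 75%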;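 also: 0% = median of neutral control wells and 100% = pilot-screen positive control compound; some compounds past the cut are filed as inactive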
Peg3 prom inh: inhibitors of Peg3 promoter; HeLa PEG-Prom luciferase reporter, luminescence, overnight; inhibition, % at 20 µM; hit rate 1.7% among 360,000; AID 588405;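 active = inhibition of at least 50% at 20 µM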
An asterisk follows results filed as active; i = inactive; x = no result given.

SMILES	HIF-2a inh	TWEAK-Fn14 inh	aDG glyco act	KKLEB cytotox	hiPSC survival	TRPM1 prom inh	NR2E3 ag-1	NR2E3 ag-2	CF NFkB block	Shn3 3UTR inh	Peg3 prom inh
COc1ccc(N(CC(=O)Nc2ccc(Cc3ccncc3)cc2)S(=O)(=O)c2ccccc2)cc1	34	11	0.4	-5	-0.1	8	2	-7	2	27	13
O=C(O)CC(C(=O)Nc1ccc(F)cc1)C1CCCO1 (stereo not drawn)	11	4	0.6	-1	-0.5	-1	0	12	1	20	3
S=C(NCc1ccncc1)Nc1ccc(Cl)c(Cl)c1	15	10	0.7	-17	-2.7	-3	2	-16	17	-6	11
CC(C(=O)Nc1ccc(N2CCOCC2)cc1)N1C(=O)NC(C)(C)C1=O (stereo not drawn)	5	3	-0.2	-1	0.3	1	-1	16	14	-8	-6
COCCNC(=O)C1(C)CCCN(C(=O)c2cc(F)cc(F)c2)C1 (stereo not drawn)	9	-2	0.2	13	0.2	x	x	-25	2	-5	5
Cc1cc(Cl)nc(Cl)c1C(=O)NC(=O)NCCC(C)C	13	13	1.1	16	-3.2	-9	3	-1	2	-26	-7
Cc1ccccc1N(CC(=O)NC1CCCC1)C(=O)C1(C)CC(=O)N=C2C=CC=CN21 (stereo not drawn)	8	-5	0.1	3	3.7	4	3	-2	3	10	4
CCCNC(=O)N[C@@H](CCSC)C(=O)OC	11	7	-0.2	-1	1.7	5	-2	-8	9	0	4
Cc1cc(C(=O)Nc2ccc(S(=O)(=O)N3CCCC3)cc2)cs1	-52	10	0.0	-2	-0.1	-7	3	-15	14	-5	10
COCCCNC(=O)c1c(N)n(/N=C/c2ccccn2)c2nc3ccccc3nc12	-39	48	-0.5	-1	-2.0	8	x	-35	-18	16	44
O=C(NNS(=O)(=O)c1ccccc1)C(O)(c1ccccc1)c1ccccc1	14	29	0.1	-6	0.5	7	1	-1	-1	-5	13
CCC(C)NC(=O)c1cnc2n(c1=O)CCS2 (stereo not drawn)	11	-20	-0.1	-13	1.0	-1	-1	-12	-2	1	15
NC(=O)c1nn(-c2ccccc2)nc1NC(=O)Cn1nnc(-c2ccccc2)n1	10	-11	-0.2	-9	-0.2	5	4	-19	19	34	50
O=C(O)CSc1ncccc1C(=O)O	8	-4	0.1	3	1.0	1	-1	-10	4	0	4
CCCCNC(=O)c1cc(-c2ccc(F)cc2)on1	i	-139	-0.2	15	4.5	-12	-2	-131	-121	-158	-189
Cc1nc2ccc(S(=O)(=O)NCC(=O)N3CCc4ccccc4C3)cc2s1	24	27	0.1	-5	0.6	3	4	4	-3	-3	27
Cc1cc(C)cc(C(=O)Nc2cccnc2)c1	-3	-5	0.0	19	0.0	-17	2	-21	-8	3	5
CCOc1ccc(-n2c(SCC(=O)Nc3ccc(CC)cc3)nc3n[nH]c(C)c3c2=N)cc1	3	-2	-0.8	-1	0.3	-8	2	-6	4	17	38
CC12CCC(C(=O)NNc3ccccc3)(C(=O)C1=O)C2(C)C (stereo not drawn)	13	-1	0.0	14	-0.4	11	1	4	-6	-3	1
CCc1nc(SCc2ccc(OCC(C)C)cc2)n[nH]1	-180	-4	0.7	-9	-0.6	-34	1	8	0	47	-153
Cc1ccc(Nc2cc(C)nc3ncnn23)c(C)c1	21	27	-0.2	3	-0.3	14	-2	-1	14	-95	15
COc1ccccc1NC(=O)Nc1cccc(C)n1	-86	24	0.1	2	2.4	-3	x	16	-15	-5	-7
Cn1c(=O)c2c(nc(Cc3ccccc3)n2C)n(C)c1=O	20	-3	0.0	8	-0.8	1	-1	-6	-12	9	1
Cc1ccccc1NC(=O)c1cc[n+]([O-])cc1	13	1	-0.1	2	-0.6	-6	2	-12	4	7	7
Cc1cc(C)cc(SCc2noc(C(=O)NCCN(C)C)c2C(=O)NCCN(C)C)c1	3	6	7.2*	-5	-4.6	8	1	-29	-9	7	2
CSc1nnnn1-c1ccc(C(=O)O)cc1	4	8	-0.1	-5	5.5	2	2	-7	-1	-12	12
CCN(C(=O)c1ccc(NC(C)=O)cc1)c1ccccc1	1	30	-0.1	2	-1.5	5	-1	17	-3	-4	12
CCCCNc1c(-c2ccc(-c3cccc(Cl)c3)cc2)nc2ccc(Cl)cn12	-203	-8	1.0	-20	-1.3	-16	x	-40	-8	5	-181
COc1cc(OC)cc(C(=O)N2CCCc3ccccc32)c1	-64	52*	-0.1	2	-1.4	16	4	0	19	1	6
COc1ccc(OCC(=O)Nc2ccc3nc(C)sc3c2)cc1	-15	-22	0.7	5	0.1	-9	5	-29	-1	-5	-18
CCC(=O)N1CCC1(C)C(=O)Nc1ccc(C)c(C)c1 (stereo not drawn)	-8	5	0.2	-10	-1.4	x	x	8	5	-11	4
Cc1ccc(S(=O)(=O)NCc2ccccc2)cc1C(=O)N1CCCC(C(F)(F)F)C1 (stereo not drawn)	6	-3	0.0	13	-0.4	9	-4	2	-18	5	20
CCOC(=O)c1c(N)n(CCOC(=O)c2cccs2)c2nc3ccccc3nc12	-6	-14	0.3	-38	-1.3	-4	16	-6	50*	3	-16
COc1ccc2nccnc2c1[N+](=O)[O-]	6	21	-0.1	1	-0.7	-9	1	-6	20	-14	10
CCN(CC)S(=O)(=O)c1ccc(C(=O)Nc2cc(C)on2)cc1	-2	1	0.0	5	1.2	-3	-4	-17	-1	21	-15
Cc1nc2cc(N)ccc2n1C1CCCCC1	8	7	0.8	-2	-0.5	0	4	-8	4	19	0
COC(=O)c1ccc(COC(=O)C(CCS(C)(=O)=O)N2C(=O)c3ccccc3C2=O)cc1 (stereo not drawn)	18	-1	0.1	16	-2.1	5	1	12	-15	13	12
CCN1CCN(C(=O)CN2C(=O)COc3ccc(C)cc32)CC1	4	-34	0.2	1	0.6	-5	7	-27	4	-8	-12
CCCN1C(=S)SC(C)(C)C1/[N+]([O-])=C/c1ccc(S(=O)(=O)NC)cc1 (stereo not drawn)	8	5	-0.1	-5	0.7	-9	-3	8	4	-9	13
O=C(COc1ccc(Cl)cc1)N(Cc1ccco1)C1CCS(=O)(=O)C1 (stereo not drawn)	12	18	0.0	10	-0.7	5	-1	-13	4	1	27

Reprinted from the part before: two entries, followed by the next part.
SMILES	HIF-2a inh	TWEAK-Fn14 inh	aDG glyco act	KKLEB cytotox	hiPSC survival	TRPM1 prom inh	NR2E3 ag-1	NR2E3 ag-2	CF NFkB block	Shn3 3UTR inh	Peg3 prom inh
CCCN1C(=S)SC(C)(C)C1/[N+]([O-])=C/c1ccc(S(=O)(=O)NC)cc1 (stereo not drawn)	8	5	-0.1	-5	0.7	-9	-3	8	4	-9	13
O=C(COc1ccc(Cl)cc1)N(Cc1ccco1)C1CCS(=O)(=O)C1 (stereo not drawn)	12	18	0.0	10	-0.7	5	-1	-13	4	1	27
O=C(COc1ccc(Br)cc1)Nc1ccccc1C(=O)NC1CC1	15	-3	0.0	-9	0.6	2	0	2	5	14	17
CN1CCN(C(=O)c2cc3nc(-c4ccccc4)cc(C(F)(F)F)n3n2)CC1	21	8	1.6	5	-1.9	11	1	-7	-12	4	12
CN(C)CCCNc1nc(-c2ccccc2)nc2ccccc12	6	11	-0.2	5	0.6	11	1	-12	-8	5	6
c1ccc(C2=Nn3c(Cn4nnc5ccccc54)nnc3SC2)cc1	17	-22	-0.1	9	1.5	x	-1	-3	-11	6	-1
O=C(Nc1n[nH]c(C(F)(F)F)n1)c1cccs1	22	9	0.0	-14	-0.5	-1	1	-11	21	47	4
CCn1c(CSCc2ccccc2)n[nH]c1=S	12	17	0.5	-1	-1.4	7	1	-11	-15	15	-10
C#CCn1c(=NC(=O)CSC(C)=O)sc2cc(F)ccc21	3	10	-0.1	12	-2.7	x	27*	15	2	3	-20
Cc1ccc(SCc2[nH]nc3c2C2(C(=O)Nc4ccc([N+](=O)[O-])cc42)C(C#N)=C(N)O3)cc1 (stereo not drawn)	5	10	0.4	3	-3.0	4	-3	17	-5	-1	18
CN(C)C(CNC(=S)Nc1ccc(F)cc1)c1cccnc1 (stereo not drawn)	-3	-1	-0.4	8	1.6	6	0	-29	9	7	-1
CCCC(=O)Nc1nc(-c2ccc(OC)cc2)cs1	-153	-7	0.4	0	-1.9	-50	0	-80	-18	-65	-224
O=C(CSc1ccc(Cl)cc1)NCC1CCCO1 (stereo not drawn)	-28	0	0.0	0	4.5	-4	6	-2	-9	-12	-33
Cc1ccccc1CN1C[C@H]2CON(C)[C@H]2C[C@H]1c1cccc(Br)c1	1	1	0.4	5	-0.9	x	x	-30	1	21	21
CCN(CC)S(=O)(=O)c1cccc(NC(=O)COC(=O)C2CC3C=CC2C3)c1 (stereo not drawn)	12	4	0.0	-2	-0.5	-14	3	-12	21	-1	17
Cc1cccn2cc(CNC(=O)c3ccc(Br)o3)nc12	3	-25	-0.1	9	-0.8	x	1	-27	-21	-16	4

Of the compounds above, 8 contain fluorine.
SMILES	HIF-2a inh	TWEAK-Fn14 inh	aDG glyco act	KKLEB cytotox	hiPSC survival	TRPM1 prom inh	NR2E3 ag-1	NR2E3 ag-2	CF NFkB block	Shn3 3UTR inh	Peg3 prom inh
O=C(O)CC(C(=O)Nc1ccc(F)cc1)C1CCCO1 (stereo not drawn)	11	4	0.6	-1	-0.5	-1	0	12	1	20	3
COCCNC(=O)C1(C)CCCN(C(=O)c2cc(F)cc(F)c2)C1 (stereo not drawn)	9	-2	0.2	13	0.2	x	x	-25	2	-5	5
CCCCNC(=O)c1cc(-c2ccc(F)cc2)on1	i	-139	-0.2	15	4.5	-12	-2	-131	-121	-158	-189
Cc1ccc(S(=O)(=O)NCc2ccccc2)cc1C(=O)N1CCCC(C(F)(F)F)C1 (stereo not drawn)	6	-3	0.0	13	-0.4	9	-4	2	-18	5	20
CN1CCN(C(=O)c2cc3nc(-c4ccccc4)cc(C(F)(F)F)n3n2)CC1	21	8	1.6	5	-1.9	11	1	-7	-12	4	12
O=C(Nc1n[nH]c(C(F)(F)F)n1)c1cccs1	22	9	0.0	-14	-0.5	-1	1	-11	21	47	4
C#CCn1c(=NC(=O)CSC(C)=O)sc2cc(F)ccc21	3	10	-0.1	12	-2.7	x	27*	15	2	3	-20
CN(C)C(CNC(=S)Nc1ccc(F)cc1)c1cccnc1 (stereo not drawn)	-3	-1	-0.4	8	1.6	6	0	-29	9	7	-1
